From PubChem
UHRF1 binding – UHRF1 methylated DNA binding inhibitors, primary screen, counter-screen for MBD2 inhibitor project, biochemical, TR-FRET, human UHRF1, single concentration | E3 ubiquitin-protein ligase UHRF1 (Homo sapiens), Q96T88 | UHRF1 binding to methylated oligo | inhibition, % at 4.4 µM | 370,000 tested, 0.75% active | AID 687016, 2013; in the data active = inhibition above about 21%;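 also: UHRF1 SRA domain binding a hemimethylated CpG hairpin DNA probe; 0% = median of test compound wells and 100% = reference inhibitor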
PG9 Ab binder – binders of HIV-1 gp120 antibody PG9, primary screen, biochemical, TR-FRET | inhibition, % at 6.7 µM | AID 624416, 2012 | TR-FRET gp120-PG9 antibody binding | 360,000 tested, 0.43% active; in the data active = inhibition above about 8.5%
SIAE primary – human SIAE inhibitors, primary screen, biochemical, fluorescence polarization, FP-Rh probe, 1536-well HTS. 370,000 tested, 0.69% active. inhibition, % at 9.66 µM. SIAE FP-Rh probe binding. Sialate O-acetylesterase (Homo sapiens), Q9HAT2;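 active = inhibition above a cutoff: mean of compounds within the control limits plus 3 SD of those, cut at about 17% in these data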;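 also: 0% = plate median of compound wells and 100% = probe without SIAE protein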
TCR-CD3 inh – inhibitors of human TCR-CD3 interaction, primary screen, biochemical, fluorescence, TAMRA-labeled TCR probe; T-cell receptor (TCR); inhibition, % at 9.4 µM; 360,000 tested, 0.37% active; in the data active = inhibition above about 19%;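 also: recombinant mutant TCR 2C K166C tagged with TAMRA read by polarization; 0% = receptor in buffer alone and 100% = receptor with positive control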
Tn7 DDE FP – inhibitors of Tn7 peptide binding to fibrin DD(E), primary screen, biochemical, fluorescence polarization, human fibrin, Tn7 probe; Fibrinogen beta chain (Homo sapiens), P02675; FP displacement of FITC-Tn7 peptide from fibrin DD(E); 0% = median of compound wells per plate; inhibition, % at 8.3 µM; 370,000 tested, 0.13% active; AID 720508, 2013;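 active = inhibition above the mean of compounds falling within the control limits plus 3 SD of them, cut at about 14% in these data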;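 also: 0% = plate median of compound wells and 100% = 10 µM Aha-Tn7 peptide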
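Assay system: Fibrin-DD(E) protein isolated from polymerized human fibrin clots; read-out basis: percent inhibition; medium: Tris/NaCl/CaCl2 buffer, pH 7.8; signal: FP measurement; incubation: 10 min plus 3 h, room temperature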
TDP2 inh – human TDP2 enzyme inhibitors, primary screen, biochemical, epi absorbance, recombinant enzyme; 370,000 tested, 0.34% active; AID 720702, 2013; inhibition, % at 12.8 µM; T5PNP hydrolysis, p-nitrophenol absorbance 415 nm;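 active = inhibition above the mean of all tested compounds plus 3 SD, set per campaign, cut at about 25% in these data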;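 also: 0% = DMSO with enzyme and 100% = buffer with substrate but no TDP2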
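System – recombinant human TDP2 · Quantity – TDP2 enzyme at 120 nM final · Doses – single concentration, 12.8 µM nominal, with 1% DMSO · Incubation – 2 h at 37 °C · Measured by – epi absorbance of p-nitrophenol freed from T5PNP by hydrolysis · Read-out – % inhibition relative to enzyme-containing and enzyme-free wells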
HTRA1 inhibitor – HTRA1 serine protease inhibitors, primary screen, biochemical, fluorescence polarization, HTS | 340,000 tested, 0.5% active | Q92743 | inhibition, % at 5.96 µM | recombinant HTRA1, FP-rhodamine activity-based probe; in the data active = inhibition above about 36%;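 also: 0% = enzyme with DMSO and 100% = wells lacking enzyme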
Target sequence (Q92743 whole entry, looked up): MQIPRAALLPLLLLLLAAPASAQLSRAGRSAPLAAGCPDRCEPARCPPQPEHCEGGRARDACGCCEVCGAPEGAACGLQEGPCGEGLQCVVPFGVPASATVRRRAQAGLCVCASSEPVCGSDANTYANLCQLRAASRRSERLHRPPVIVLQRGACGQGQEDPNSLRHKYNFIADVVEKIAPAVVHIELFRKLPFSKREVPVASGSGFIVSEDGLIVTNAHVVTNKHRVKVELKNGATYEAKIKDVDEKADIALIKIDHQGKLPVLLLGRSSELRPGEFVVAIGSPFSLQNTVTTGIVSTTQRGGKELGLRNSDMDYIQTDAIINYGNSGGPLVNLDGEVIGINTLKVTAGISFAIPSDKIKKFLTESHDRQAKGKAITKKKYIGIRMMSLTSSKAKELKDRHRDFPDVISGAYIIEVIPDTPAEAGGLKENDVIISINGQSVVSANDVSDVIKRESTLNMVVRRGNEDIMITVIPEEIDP
LEDGF integ inh – blockers of LEDGF/p75-dependent integrase strand transfer – biochemical, TR-FRET, high throughput, primary screen; TR-FRET IN-LEDGF/p75 DNA integration, Eu/Cy5; inhibition, % at 3.7 µM; 370,000 tested, 0.64% active; AID 743269, 2014;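 active = inhibition above the screen-wide mean plus 3 SD, cut at about 13% in these data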;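 also: signal is the Cy5 over europium emission ratio at 671 and 618 nm; 0% = plate median of compound wells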
mABHD4 FP – ABHD4 inhibitors, primary screen, biochemical, fluorescence polarization, mouse | inhibition, % at 8.92 µM | purified mABHD4, FP-Rh probe fluorescence polarization | 370,000 tested, 0.54% active | AID 720543, 2013;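 active = inhibition exceeding the mean over every tested compound plus 3 SD, cut at about 30% in these data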;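 also: 0% = plate median of compound wells and 100% = S159A mutant with DMSO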
Target sequence (Q8VD66 whole entry, looked up): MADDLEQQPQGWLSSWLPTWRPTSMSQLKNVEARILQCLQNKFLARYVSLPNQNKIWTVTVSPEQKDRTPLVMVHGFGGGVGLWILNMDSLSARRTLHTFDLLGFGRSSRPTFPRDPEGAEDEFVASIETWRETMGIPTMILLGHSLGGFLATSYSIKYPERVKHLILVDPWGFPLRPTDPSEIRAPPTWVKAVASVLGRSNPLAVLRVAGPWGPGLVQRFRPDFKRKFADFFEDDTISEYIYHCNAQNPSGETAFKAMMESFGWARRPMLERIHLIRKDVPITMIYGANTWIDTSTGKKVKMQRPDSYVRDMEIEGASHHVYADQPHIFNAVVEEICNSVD
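assay system = mABHD4 protein | compound dosing = single nominal dose of 8.92 µM, 0.89% DMSO final | read-out basis = percent inhibition of probe binding, normalized to plate controls | schedule = Enzyme–compound pre-incubation 45 min, then probe 60 min, both 25 °C | detection = fluorescence polarization, excitation 525 nm, emission 598 nm, BODIPY TMR filters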
PRMT1 FP inh – PRMT1 methyltransferase inhibitors, primary screen, biochemical, fluorescence polarization | Protein arginine N-methyltransferase 1 (Homo sapiens), Q99873 | recombinant PRMT1, activity-based probe fluorescence polarization | inhibition, % at 2.79 µM | 370,000 tested, 1.3% active | AID 652257, 2013;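 active = inhibition above about 21% made by adding two undisclosed values, limit read from the data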
Numbers without * were called inactive; nt = no result given.

1. COc1cc(C(=O)NC(C(=O)Nc2cccc(C(C)=O)c2)C(C)C)cc(OC)c1OC (centres undefined)
2. CCOC(=O)c1cc(C#N)c(N2CCOCC2)nc1-c1ccccc1
3. COc1ccc(N2C(=O)C3C4c5ccccc5C(C=Nc5ccc(C)cc5C)(c5ccccc54)C3C2=O)cc1 (centres undefined)
4. Cc1ccsc1C(=O)NNC(=O)CCN1CCN(c2ccccc2)CC1
5. CC(C)C[C@H](NC(=O)[C@H]1N2C(=O)c3ccccc3C2SC1(C)C)C(=O)N[C@@H](Cc1ccccc1)C(=O)O (some centres undefined)
6. O=C(NCC(c1ccco1)N1CCCC1)c1ccc(S(=O)(=O)Nc2ccc(F)cc2)cc1 (centres undefined)
7. Cc1cc(SCC(=O)N2CCCC2=O)nc2ccccc12
8. c1ccc(-c2csc(Nc3cccnc3)n2)cc1
Screen / compound no.,1,2,3,4,5,6,7,8
UHRF1 binding,-1,-4,0,-1,2,2,1,1
PG9 Ab binder,-1.3,2.4,-1.8,0.5,-2.9,-3.2,-1.1,0.4
SIAE primary,-1,-2,-5,5,-2,1,-1,11
TCR-CD3 inh,7,4,6,5,-4,-13,-4,-3
Tn7 DDE FP,6,-4,2,4,8,1,1,-4
TDP2 inh,-1,-1,-2,5,0,4,-14,-18
HTRA1 inhibitor,5,-5,-9,-2,-3,-6,-1,2
LEDGF integ inh,-3,4,3,-5,2,1,0,5
mABHD4 FP,3,5,-9,1,-7,-7,-2,7
PRMT1 FP inh,-3,-2,1,0,16,-1,-4,0

Reformatted: results already given
entry | Compound | UHRF1 binding | PG9 Ab binder | SIAE primary | TCR-CD3 inh | Tn7 DDE FP | TDP2 inh | HTRA1 inhibitor | LEDGF integ inh | mABHD4 FP | PRMT1 FP inh
3 | COc1ccc(N2C(=O)C3C4c5ccccc5C(C=Nc5ccc(C)cc5C)(c5ccccc54)C3C2=O)cc1 (centres undefined) | 0 | -1.8 | -5 | 6 | 2 | -2 | -9 | 3 | -9 | 1
4 | Cc1ccsc1C(=O)NNC(=O)CCN1CCN(c2ccccc2)CC1 | -1 | 0.5 | 5 | 5 | 4 | 5 | -2 | -5 | 1 | 0
5 | CC(C)C[C@H](NC(=O)[C@H]1N2C(=O)c3ccccc3C2SC1(C)C)C(=O)N[C@@H](Cc1ccccc1)C(=O)O (some centres undefined) | 2 | -2.9 | -2 | -4 | 8 | 0 | -3 | 2 | -7 | 16

Later entries:
9. CC(=O)Nc1cccc(C(=O)N(Cc2ccccc2)Cc2ccccc2)c1
10. CCC(C)[C@H](NC(=O)NCc1ccccc1)C(=O)O (some centres undefined)
11. Cc1cc2c(c(=O)n1Cc1ccco1)C(c1cccnc1)C(C#N)=C(N)O2 (centres undefined)
12. CC[N+](CC)(CCCCS(=O)(=O)[O-])CCNP1(=O)C=C(c2ccccc2)OC(c2ccccc2)=C1
13. O=C(c1ccc(F)cc1)N1CCN=C1c1ccccc1
14. O=[N+]([O-])c1ccc(N2CCN(S(=O)(=O)c3cnc[nH]3)CC2)cc1
15. COC(=O)C(F)(F)Sc1c(C)[nH]c2ccccc12
16. COc1ccc(N2C(=O)NC(NC(=O)c3cccnc3)(C(F)(F)F)C2=O)cc1 (centres undefined)
Screen / compound no.,9,10,11,12,13,14,15,16
UHRF1 binding,1,-2,-3,2,-1,2,-1,2
PG9 Ab binder,0.8,0.6,-2.3,0.2,-0.1,-1.3,-0.7,-0.6
SIAE primary,-1,-6,0,2,4,0,5,-10
TCR-CD3 inh,4,0,1,-3,0,-3,2,6
Tn7 DDE FP,2,2,4,-4,2,-2,7,-3
TDP2 inh,8,9,11,4,3,5,14,-2
HTRA1 inhibitor,2,-4,-1,5,4,3,0,4
LEDGF integ inh,-3,1,4,0,1,-2,-1,-3
mABHD4 FP,-1,-9,7,0,3,7,5,-3
PRMT1 FP inh,3,-2,1,2,0,1,3,-4

17. COc1cscc1C(=O)O
18. CCCn1c(C(C)Nc2nc(-c3ccc(Cl)c([N+](=O)[O-])c3)cs2)nc2ccccc21 (centres undefined)
19. CCN(Cc1ccncc1)Cc1ccc(Br)cc1
20. CN1C(=O)C(=O)/C(=C(/O)c2ccc(Br)cc2)C1c1cccc([N+](=O)[O-])c1 (centres undefined)
21. CCCCCCCCN1C(=O)[C@@H](CC(=O)NCc2cccc(C(F)(F)F)c2)C[C@@]2(C(=O)OC)C1=C[C@H](C(C)C)O[C@@H]2C1CC1
22. CCCCN1C(=O)c2ccc(C(=O)N(C)CC(=O)Nc3ccc(OCC)c(OCC)c3)cc2C1=O
23. COC(=O)CSc1nc(N)c(NC(=O)c2ccc(OC)c(OC)c2)c(=O)[nH]1
24. Cc1occc1C(=O)Nc1nnc(C2CCCCC2)s1
Screen / compound no.,17,18,19,20,21,22,23,24
UHRF1 binding,9,1,-4,-4,-1,0,-1,1
PG9 Ab binder,1.8,-0.5,2.3,-0.8,nt,-0.3,-0.5,-0.5
SIAE primary,-4,5,4,-5,4,7,6,0
TCR-CD3 inh,-5,2,10,-2,nt,6,4,5
Tn7 DDE FP,11,4,2,1,1,-8,10,0
TDP2 inh,-2,10,6,-13,2,-1,11,-4
HTRA1 inhibitor,3,-46,0,-1,nt,7,8,11
LEDGF integ inh,1,-3,-1,8,3,1,-3,1
mABHD4 FP,5,22,15,-7,1,-1,-6,0
PRMT1 FP inh,1,5,1,-1,-1,-2,-4,2

25. O=[N+]([O-])c1cccc(S(=O)(=O)Nc2ccc(S(=O)(=O)N3CCCC3)cc2)c1
26. COc1ccc(NS(=O)(=O)c2cc(NC(=O)c3ccc(=O)[nH]c3)ccc2N2CCCC2)cc1
27. COc1ccc(/C(N)=N/OC(=O)c2cccc([N+](=O)[O-])c2)cc1OC
28. C/C(=N\N=C1\NC(=O)C(CC(=O)Nc2ccc(C)c(Cl)c2)S1)C(C)(C)C (centres undefined)
29. O=C1C=C(N(CCO)CCO)C2(CCCCC2)O1
30. O=C(CSc1nncn1-c1cccnc1)N1CCOCC1
31. Cc1cc(C)n(C(=O)Cn2nc(C)c(Br)c2C)n1
32. COc1ccccc1OCC(=O)Nc1ccccn1
Screen / compound no.,25,26,27,28,29,30,31,32
UHRF1 binding,-3,1,-1,-2,0,3,-3,-1
PG9 Ab binder,0.8,-4.6,-1.2,-0.5,-1.5,0.9,0.6,1.6
SIAE primary,5,23*,4,1,1,2,-3,-3
TCR-CD3 inh,-1,3,8,1,9,0,5,3
Tn7 DDE FP,-1,6,-3,2,2,-4,4,0
TDP2 inh,-8,-7,5,0,3,0,-4,-2
HTRA1 inhibitor,5,0,-2,-30,7,12,-3,-4
LEDGF integ inh,3,-2,0,0,4,0,1,-3
mABHD4 FP,0,6,0,-14,0,2,1,1
PRMT1 FP inh,-3,1,1,2,-4,1,-4,2

Reformatted: two of the compounds above.
Screens in order – UHRF1 binding	PG9 Ab binder	SIAE primary	TCR-CD3 inh	Tn7 DDE FP	TDP2 inh	HTRA1 inhibitor	LEDGF integ inh	mABHD4 FP	PRMT1 FP inh
#7 Cc1cc(SCC(=O)N2CCCC2=O)nc2ccccc12
  1	-1.1	-1	-4	1	-14	-1	0	-2	-4
#8 c1ccc(-c2csc(Nc3cccnc3)n2)cc1
  1	0.4	11	-3	-4	-18	2	5	7	0

Going on with the list.
33. COc1cc2c(cc1OC)C(=O)CC(C)S2 (centres undefined)
34. O=C(O)C1=NOC(CNc2ncc(C(F)(F)F)cc2Cl)C1 (centres undefined)
35. Cc1c(C#N)c(N)nc2c3c(sc12)NC(=O)CC3c1ccc(Cl)cc1 (centres undefined)
36. O=C(Cn1ccc(C(F)(F)F)n1)NNC(=O)c1ccco1
37. Cc1cc2cc(OCC(=O)O)ccc2n1C
38. FC(F)(F)c1ccc(CN2C[C@@H]3C(c4ccc(Cl)nc4)C4(c5ccccc5)CC3(C4)[C@H]2c2ccccc2)cc1 (some centres undefined)
39. CCOC(=O)c1ccc(NC(=S)Nc2cccc(C)n2)cc1
40. Cc1cc(C)c(C)c(S(=O)(=O)Nc2cccc(-n3cnnn3)c2)c1C
Screen / compound no.,33,34,35,36,37,38,39,40
UHRF1 binding,-1,3,-1,4,-1,1,-3,1
PG9 Ab binder,3.3,-0.3,18*,0.0,-2.4,-1.8,0.2,-0.7
SIAE primary,-1,-1,13,-16,2,4,-5,4
TCR-CD3 inh,0,4,2,0,6,7,-1,4
Tn7 DDE FP,-3,5,-2,-4,3,0,0,-9
TDP2 inh,7,-9,1,-3,9,1,-2,4
HTRA1 inhibitor,2,3,-16,-5,-5,-41,-1,-11
LEDGF integ inh,-1,1,9,3,1,-1,2,2
mABHD4 FP,-2,0,8,0,2,-3,3,-5
PRMT1 FP inh,2,-2,0,-2,-2,-3,-2,-1

41. C=C(C)COc1ccc(-c2ncncc2Oc2ccc(OC)cc2)c(O)c1
42. C[C@H]1[C@@H](OC(=O)NCc2ccc(Cl)c(Cl)c2)CC[C@@]23CCCN2C(=O)CCC[C@@H]13
43. NC(=O)c1ccc(NC(=O)CCCN2C(=O)c3ccccc3C2=O)cc1
44. COc1cc(C2/C(=C(/O)c3ccc(F)cc3)C(=O)C(=O)N2CCCC(=O)O)ccc1O (centres undefined)
45. COC(=O)c1cc(=O)n(Cc2ccc3c(c2)OCO3)c(=Nc2ccccc2)s1
46. CC(=O)C(CC(=O)N1CCCC1)C(=O)Nc1ccc(Cl)cc1 (centres undefined)
47. CCOC(=O)c1c(C)[nH]c2c1cc(O)c1ccccc12
48. Cc1ccc(OCCNC(=O)CNC(=O)c2ccc(C)c(C)c2)cc1
Screen / compound no.,41,42,43,44,45,46,47,48
UHRF1 binding,1,0,-1,4,-1,8,-2,-3
PG9 Ab binder,0.6,nt,-1.0,2.3,-2.1,0.5,-18,2.1
SIAE primary,-4,-3,1,-1,-1,-3,5,1
TCR-CD3 inh,-6,nt,6,-2,3,-2,0,-1
Tn7 DDE FP,4,-1,6,-9,6,6,-6,2
TDP2 inh,-2,7,-2,2,3,3,7,6
HTRA1 inhibitor,0,nt,1,1,2,8,10,-1
LEDGF integ inh,2,0,-3,1,-1,-4,-5,2
mABHD4 FP,-15,2,-1,4,-4,-3,17,-8
PRMT1 FP inh,-2,-1,-1,0,-1,3,3,-1
